CYP2C19 activ – human CYP2C19 activators, primary screen, biochemical, luminescence; Cytochrome P450 2C19 (Homo sapiens), P33261; recombinant CYP2C19, luciferin-H EGE luminescence; stronger effect = higher value; 0 = fully inhibited enzyme, 1 = untreated enzyme; activation factor at 5 µM; 96,000 tested, under 10 active;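 active means activation factor of at least 2 at 5 µM in the primary screen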;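 further: 0 = wells with 2.5 mM tranylcypromine and 1 = vehicle-only wells; values of inactives mirror those of a sister screen read the other way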
CYP2C9 inhib – blockers of cytochrome P450 2C9 activity – biochemical, luminescence, ADME assay, primary screen | P11712 | CYP2C9 Supersomes, luciferin-H conversion | inhibition, % at 5 µM | 96,000 compounds, 20% hits;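 active means blocking of liver enzyme CYP2C9 beyond about 50% at 5 µM, limit read from the data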; further: values of inactives mirror those of a sister screen read the other way
Plk1 PBD FP – Plk1 polo box domain binding inhibitors, primary screen, biochemical, fluorescence polarization | Serine/threonine-protein kinase PLK1 (Homo sapiens), P53350 | Plk1 PBD phosphopeptide binding | inhibition, %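 (tested at about 20 µM)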 | 97,000 compounds, 0.13% hits; in the data active means inhibition above about 34%, passing the limit was not always enough
PLK1 kinase inh – human PLK1 kinase inhibitors, primary screen, biochemical, TR-FRET | AID 619, 2007 | Serine/threonine-protein kinase PLK1 (Homo sapiens), P53350 | recombinant PLK1 kinase, TR-FRET peptide phosphorylation | inhibition, % at 10 µM | 97,000 compounds, 0.53% hits;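 active means inhibition of 50% or more in the single-concentration screen; inactive means inhibition below 50%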;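 further: 0% = DMSO max control and 100% = H-89 dihydrochloride min control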
EphB4 antag – EphB4-ephrin-B2 interaction antagonists, primary screen, biochemical, TNYL-RAW peptide probe, fluorescence polarization; Ephrin type-B receptor 4 (Homo sapiens), P54760; EphB4 LBD / TNYL-RAW-Alexa532 peptide; inhibition, % at 7 µM; 97,000 compounds, 0.15% hits; AID 720, 2007;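 active means inhibition above the screen-wide mean inhibition plus 3 SD, cut at about 15% in these data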;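 further: 0% = DMSO wells and 100% = excess unlabeled TNYL-RAW peptide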
PLAP act – PLAP enzyme activators, biochemical, luminescence, HTS. Alkaline phosphatase, placental type (Homo sapiens), P05187. purified PLAP enzyme, luminescent substrate read-out; stronger effect = higher value. activation fold at 20 µM. 96,000 compounds, 1.2% hits. AID 696, 2007; in the data active means activation fold above about 2
Target sequence (P05187 whole entry, looked up): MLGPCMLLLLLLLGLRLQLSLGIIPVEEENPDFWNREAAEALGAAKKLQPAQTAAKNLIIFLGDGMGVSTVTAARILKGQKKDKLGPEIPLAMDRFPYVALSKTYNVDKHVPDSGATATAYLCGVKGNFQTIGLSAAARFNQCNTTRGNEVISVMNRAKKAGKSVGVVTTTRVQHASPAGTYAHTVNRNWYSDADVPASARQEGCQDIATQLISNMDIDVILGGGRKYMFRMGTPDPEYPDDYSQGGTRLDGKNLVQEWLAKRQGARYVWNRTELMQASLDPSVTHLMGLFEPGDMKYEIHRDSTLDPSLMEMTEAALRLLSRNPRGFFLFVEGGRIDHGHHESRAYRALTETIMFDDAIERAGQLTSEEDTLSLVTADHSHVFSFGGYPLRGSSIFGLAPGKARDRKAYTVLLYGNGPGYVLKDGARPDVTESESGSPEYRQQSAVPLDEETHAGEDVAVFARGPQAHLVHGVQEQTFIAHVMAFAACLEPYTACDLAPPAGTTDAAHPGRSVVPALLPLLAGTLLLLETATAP
CYP2C19 inhib – blockers of cytochrome P450 2C19 activity – biochemical, luminescence, ADME assay, primary screen; P33261; CYP2C19 Supersomes, luciferin-H EGE luminescence, 30 min; inhibition, % at 5 µM; 96,000 compounds, 21% hits;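 active means CYP2C19 inhibition above a set limit at 5 µM in the primary screen, cut at about 50% in these data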;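 further: plate controls were negative control wells for no effect and 2.5 mM tranylcypromine positive control for full effect; values of inactives mirror those of a sister screen read the other way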
CYP2C9 activ – human CYP2C9 activators, primary screen, biochemical, luminescence; recombinant CYP2C9, luciferin-H conversion; stronger effect = higher value; factor 1 = untreated enzyme, 0 = blocked; activation factor at 5 µM; 96,000 compounds, 1.4% hits; Cytochrome P450 2C9 (Homo sapiens), P11712;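 active means activation factor of 2 or more for CYP2C9 at a 5 µM dose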;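 further: 0 = sulfaphenazole-blocked wells and 1 = vehicle-only wells; values of inactives mirror those of a sister screen read the other way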
HIV Rev-RRE inh – HIV-1 Rev-RRE binding inhibitors, primary screen, biochemical, FRET, protein-RNA interaction | Rev peptide-RRE RNA binding | inhibition, % at 8 µM | 97,000 compounds, 0.79% hits;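 active means inhibition above the screen-wide mean plus 3 SD, cut at about 35% in these data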;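 further: 0% = median DMSO wells and 100% = median Neomycin B control wells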
Target sequence (P05866 whole entry, looked up): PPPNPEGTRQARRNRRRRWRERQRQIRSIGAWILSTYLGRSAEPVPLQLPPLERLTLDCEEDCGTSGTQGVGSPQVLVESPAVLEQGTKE
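Assay system: Rev peptide and RRE RNA, both fluorescently labelled; times: 5 min preincubation and 15 min binding, 25 °C; detection: FRET, ex 480 nm, em 540 and 671 nm; read-out basis: % inhibition from 671/540 nm acceptor-to-donor ratio, scaled between controls; benchmarks: DMSO low control, neomycin B high control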
* hit, by the source's call; . = no result given. Hits appear at their usual frequency, and some 29% of all compounds hit somewhere here.

SMILES | CYP2C19 activ | CYP2C9 inhib | Plk1 PBD FP | PLK1 kinase inh | EphB4 antag | PLAP act | CYP2C19 inhib | CYP2C9 activ | HIV Rev-RRE inh
COc1cc(C)nc(N2CCCC(C(=O)NC3CCC(C)CC3)C2)n1 (stereo unspecified) | 1 | 17.2 | . | . | . | 1 | 3.2 | 0.8 | .
O=C(Cc1ccc(Cl)cc1)NNC(=O)Nc1cccc2ccccc12 | 1 | -20.7 | -9.7 | -2.5 | -22.9 | 1 | 4.6 | 1.2 | -0.9
CC(C(=O)OCC(=O)Nc1ccc(S(=O)(=O)N2CCCCC2)cc1)N1C(=O)c2ccccc2C1=O (stereo unspecified) | 0.8 | 92.5* | -4.1 | -7.8 | 6.6 | 1.3 | 22.4 | 0.1 | 13.4
O=C(Nc1ccc2nc(-c3ccccn3)[nH]c2c1)C1CCCCC1 | 0.6 | 43.5 | 28.1 | 1.8 | 8.0 | 2.3* | 36.2 | 0.6 | 3.8
c1ccc(CCn2nnnc2C(c2cccs2)N2CCN(Cc3ccc4c(c3)OCO4)CC2)cc1 (stereo unspecified) | 0.4 | 52.2* | . | . | . | 1.6 | 55.8* | 0.5 | .
O=C(NCc1ccc2c(c1)OCO2)c1ccncc1 | 0.3 | 25.5 | . | . | . | 1 | 68.0* | 0.7 | .
O=C(Nc1nnc(-c2ccccc2Cl)o1)c1cccnc1 | 1 | 82.1* | -17.2 | -9.5 | 0.3 | 1.1 | -0.1 | 0.2 | 9.7
NC(=O)c1ccccc1N/C=C/C(=O)c1cccs1 | . | . | -14.2 | -10.2 | 1.6 | . | . | . | 5.6
O=C(NCCCCNC(=O)C1CCCC1)C1CCCC1 | 1.1 | -4.3 | 20.7 | -7.9 | -0.4 | 1.3 | -12.2 | 1 | 5.1
CCOc1ccccc1N1C(=O)CC(Sc2ncccc2C(=O)O)C1=O (stereo unspecified) | 1.2 | -30.1 | -22.1 | -15.6 | -0.8 | 1.2 | -18.0 | 1.3 | 9.2
CCN(CC)S(=O)(=O)c1ccc(-c2nnc(SCC(=O)Nc3ccc(OC)cc3)o2)cc1 | . | . | 7.8 | -6.9 | -5.7 | . | . | . | 9.1
O=C(O)C1CC(=O)N(Cc2ccc3c(c2)OCO3)C1 (stereo unspecified) | 1.2 | -21.9 | -23.5 | -5.0 | 0.4 | 0.9 | -18.5 | 1.2 | 0.1

Seven compounds already listed, sorted by their value in HIV Rev-RRE inh, ascending:
SMILES | CYP2C19 activ | CYP2C9 inhib | Plk1 PBD FP | PLK1 kinase inh | EphB4 antag | PLAP act | CYP2C19 inhib | CYP2C9 activ | HIV Rev-RRE inh
O=C(Cc1ccc(Cl)cc1)NNC(=O)Nc1cccc2ccccc12 | 1 | -20.7 | -9.7 | -2.5 | -22.9 | 1 | 4.6 | 1.2 | -0.9
O=C(O)C1CC(=O)N(Cc2ccc3c(c2)OCO3)C1 (stereo unspecified) | 1.2 | -21.9 | -23.5 | -5.0 | 0.4 | 0.9 | -18.5 | 1.2 | 0.1
O=C(Nc1ccc2nc(-c3ccccn3)[nH]c2c1)C1CCCCC1 | 0.6 | 43.5 | 28.1 | 1.8 | 8.0 | 2.3* | 36.2 | 0.6 | 3.8
O=C(NCCCCNC(=O)C1CCCC1)C1CCCC1 | 1.1 | -4.3 | 20.7 | -7.9 | -0.4 | 1.3 | -12.2 | 1 | 5.1
NC(=O)c1ccccc1N/C=C/C(=O)c1cccs1 | . | . | -14.2 | -10.2 | 1.6 | . | . | . | 5.6
CCN(CC)S(=O)(=O)c1ccc(-c2nnc(SCC(=O)Nc3ccc(OC)cc3)o2)cc1 | . | . | 7.8 | -6.9 | -5.7 | . | . | . | 9.1
CC(C(=O)OCC(=O)Nc1ccc(S(=O)(=O)N2CCCCC2)cc1)N1C(=O)c2ccccc2C1=O (stereo unspecified) | 0.8 | 92.5* | -4.1 | -7.8 | 6.6 | 1.3 | 22.4 | 0.1 | 13.4

Next part:
SMILES | CYP2C19 activ | CYP2C9 inhib | Plk1 PBD FP | PLK1 kinase inh | EphB4 antag | PLAP act | CYP2C19 inhib | CYP2C9 activ | HIV Rev-RRE inh
Cn1cnnc1SC1CCCCC1NS(=O)(=O)c1ccccc1 (stereo unspecified) | 0.8 | 13.8 | 0.6 | -11.3 | 3.6 | 0.9 | 18.5 | 0.9 | 13.3
CSc1nnc2c3cc(C)ccc3n(Cc3ccccc3)c2n1 | 0.9 | 29.8 | . | . | . | 1 | 8.2 | 0.7 | .
C=CCSc1nnc2c(n1)OC(c1cccnc1)N(C(C)=O)c1ccccc1-2 (stereo unspecified) | 1.1 | 1.1 | 10.4 | 0.8 | -0.2 | 1 | -7.2 | 1 | 0.8
CC(C)(C)N(Cc1ccccc1)C(=O)CSc1nc2ccccc2c(=O)[nH]1 | 0.3 | 82.3* | 7.7 | -7.7 | 1.7 | 1.2 | 65.9* | 0.2 | 9.4
O=C(O)CCN(CCC(=O)O)S(=O)(=O)c1ccccc1 | 1.1 | 15.2 | 1.9 | -4.6 | -1.5 | 1 | -8.1 | 0.8 | 10.8
Nn1c(SCC(=O)Nc2ccc(F)cc2)nnc1-c1cccnc1 | 0.7 | 35.8 | 14.9 | 0.3 | -5.6 | 1.1 | 29.1 | 0.6 | 9.0
CCN1C(=O)/C(=C2/C=Cc3ccccc3N2C)OC1=S | 0.8 | 18.9 | -12.3 | -38.9 | -0.5 | 0.7 | 21.8 | 0.8 | 6.6
CCOC(=O)C1=C(c2ccccc2)N=C2SCC(=O)N2C1c1ccc(O)c(OC)c1 (stereo unspecified) | 0.2 | 33.1 | -19.4 | -5.8 | 2.7 | 1.8 | 79.4* | 0.7 | 1.5
COc1ccc(CN(C(=O)c2ccco2)c2ccc(C)cc2)cc1OC | 0.3 | 63.3* | -12.3 | -4.2 | -3.9 | 1.6 | 65.4* | 0.4 | 3.2
CSc1nc(SCCO)c2sc3nc(-c4ccco4)c4c(c3c2n1)CC(C)(C)OC4 | 1 | 36.2 | -14.2 | -12.7 | -2.7 | 1.4 | 3.0 | 0.6 | 3.5
CCn1c(SCc2ccc(F)cc2)nnc1-c1nn(-c2ccccc2)ccc1=O | 1.1 | -21.4 | -4.0 | -7.5 | 2.8 | 1.3 | -9.3 | 1.2 | 1.1
COC(=O)c1cc(NC(=O)Nc2cccc(Cl)c2)ccc1Cl | 1.1 | -6.8 | -2.1 | -11.9 | 2.3 | 1.1 | -11.3 | 1.1 | 9.5
CCCCOc1ccc(NC(=O)C(=O)NCCC2=CCCCC2)cc1 | 1 | -12.0 | -6.2 | -3.2 | 3.3 | 0.2 | -3.0 | 1.1 | 8.0

High-throughput results deposited in PubChem by several laboratories.
